Source: PubChem
Mtb BioA inh: M. tuberculosis BioA enzyme inhibitors, primary screen, biochemical, plate reader, single point, HTS; 7,8-diaminopelargonic acid synthase BioA (Mycobacterium tuberculosis); purified M. tuberculosis BioA enzyme; inhibition, % at 9.99 µM; 360,000 compounds, 0.096% hits; AID 602481, 2012; in the data active means inhibition above about 40%; inconclusive means no clear call, values can overlap the other calls
BoNT-F LC inh: BoNT/F light chain protease inhibitors, primary screen, biochemical, flow cytometry, MLPCN library. Multiplex microsphere protease cleavage assay. AID 588497, 2011. 360,000 compounds, 0.22% hits. inhibition, % at 10 µM; in the data active means inhibition above about 35%, passing the limit was not always enough; inconclusive means no clear call, values can overlap the other calls; further: plate controls were buffer without enzyme for full effect and enzyme alone for no effect
FadD28 FP inh: inhibitors of FadD28 bisubstrate probe binding, primary screen, biochemical, fluorescence polarization, single point; Mycobacterium tuberculosis FadD28 fatty-acid-AMP ligase; inhibition, % at 12.5 µM; 360,000 compounds, 0.22% hits; in the data active means inhibition above about 8.5%, passing the limit was not always enough; inconclusive means no clear call, values can overlap the other calls
UGM FP inh: M. tuberculosis UGM enzyme inhibitors, primary screen, biochemical, fluorescence polarization, single point; purified UGM, fluorescence polarization probe displacement; 320,000 compounds, 0.06% hits; UDP-galactopyranose mutase (Mycobacterium tuberculosis (strain ATCC 25618 / H37Rv)), …; inhibition, % at 10 µM; in the data active means inhibition above about 10%, passing the limit was not always enough; inconclusive means no clear call, values can overlap the other calls
Target sequence (P9WIQ1 whole entry, looked up): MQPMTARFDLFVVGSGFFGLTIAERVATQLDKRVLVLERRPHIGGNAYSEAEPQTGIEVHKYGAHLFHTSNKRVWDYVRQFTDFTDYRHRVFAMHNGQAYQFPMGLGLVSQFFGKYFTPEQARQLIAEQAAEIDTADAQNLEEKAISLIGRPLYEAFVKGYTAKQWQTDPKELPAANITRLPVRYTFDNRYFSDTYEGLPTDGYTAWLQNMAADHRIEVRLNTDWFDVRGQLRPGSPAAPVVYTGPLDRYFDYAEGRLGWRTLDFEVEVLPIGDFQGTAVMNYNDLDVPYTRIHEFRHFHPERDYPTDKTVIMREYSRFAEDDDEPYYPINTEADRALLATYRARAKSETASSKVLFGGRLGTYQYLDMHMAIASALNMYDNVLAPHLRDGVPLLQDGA
PrPC surface inh: inhibitors of human cell surface prion protein PrPC, primary screen, cell-based, TR-FRET | AID 720596, 2013 | Major prion protein (Homo sapiens), P04156 | inhibition, % at 13.8 µM | TR-FRET read-out | 370,000 compounds, 0.43% hits; in the data active means inhibition above about 24%; further: 0% = median of the test wells and 100% = reference compound wells
BoNT-A LC inh2: BoNT/A light chain protease inhibitors, primary screen, biochemical, flow cytometry, MLPCN library. multiplex microsphere protease substrate cleavage. inhibition, % at 10 µM. 360,000 compounds, 0.17% hits; in the data active means inhibition above about 30%; inconclusive means no clear call, values can overlap the other calls; further: plate controls were buffer without enzyme for full effect and enzyme alone for no effect
GDH-TPI inh: GDH-TPI coupling enzyme inhibitors, primary screen, artefact control for M. tuberculosis FBA inhibitor project, biochemical, absorbance, full deck. GDH-TPI coupled enzyme counterscreen, NADH absorbance. inhibition, % at 4.8 µM. 360,000 compounds, 1.2% hits;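 further: 0% = DMSO wells and 100% = wells lacking the enzyme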
Mtb FBA inh: Mtb FBA enzyme inhibitors, primary screen, biochemical, fluorescence, strain H37Rv | Fructose-bisphosphate aldolase (Mycobacterium tuberculosis (strain ATCC 25618 / H37Rv)), … | purified M. tuberculosis FBA, fluorescence read-out | inhibition, % at 1 µM | 360,000 compounds, 2.3% hits | AID 588726, 2011; in the data active means inhibition above about 27%;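 further: 0% = vehicle and 100% = reference inhibitor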
Target sequence (P9WQA3 whole entry, looked up): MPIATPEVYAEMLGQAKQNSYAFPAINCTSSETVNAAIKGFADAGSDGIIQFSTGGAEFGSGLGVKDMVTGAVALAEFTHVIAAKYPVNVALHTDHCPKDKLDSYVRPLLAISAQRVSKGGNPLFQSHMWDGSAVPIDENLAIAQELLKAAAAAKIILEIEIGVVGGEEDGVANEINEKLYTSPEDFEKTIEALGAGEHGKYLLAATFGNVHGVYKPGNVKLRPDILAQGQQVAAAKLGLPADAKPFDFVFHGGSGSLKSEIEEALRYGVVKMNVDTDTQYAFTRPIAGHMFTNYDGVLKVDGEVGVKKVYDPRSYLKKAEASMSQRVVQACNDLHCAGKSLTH
CCHF vOTU inh: CCHFV vOTU protease inhibitors, primary screen, biochemical, Pep-AMC substrate, fluorescence; Crimean-Congo hemorrhagic fever virus L polyprotein viral ovarian tumor (vOTU) protease …; AID 651958, 2012; inhibition, % at 11.5 µM; 370,000 compounds, 0.55% hits; further: 0% = vehicle wells with enzyme and 100% = no enzyme wells
* = called active by the depositor; ? = inconclusive; . = no result given. Unless noted, no stated cut-off is given here; in the data, active means inhibition above about 30%; inactive means the rest.

1	O=c1cc(CO)oc(CN2CCN(CCO)CC2)c1O
2	COc1ccc(CNS(=O)(=O)CCNC(=O)c2ccc(OC)cc2)cc1
3	O=C1C2(CCC13COC(c1ccc(O)cc1)OC3)COC(c1ccc(O)cc1)OC2 (configuration not stated)
4	Cc1cc(C)c2cc(C#N)c(NCCCNC(=O)c3ccncc3)nc2c1
5	CN(C)C(=O)CCc1ccc2c3c([nH]c2c1)[C@]1(C)[C@@H](C(=O)N2CCCCC2)C[C@H](CC(=O)NCc2ccco2)C(=O)N1CC3
6	COc1ccc(OCc2nnc(SCC(=O)NC3CC4CCC3C4)o2)cc1 (configuration not stated)
7	CC1=C(C(N)=O)C(c2ccccc2)n2nc(-c3cccs3)nc2N1 (configuration not stated)
8	CC1(c2ccc3c(c2)OCCO3)NC(=O)N(CC(=O)Nc2ccccc2F)C1=O (configuration not stated)
compound no.,1,2,3,4,5,6,7,8
Mtb FBA inh,1,4,-1,16,-1,-1,5,6
UGM FP inh,-0.4,-0.4,-0.4,.,.,3.5,1.5,.
FadD28 FP inh,-1.9,-2.7,-1.1,-3.6,-3.2,-1.5,-0.4,-1.5
CCHF vOTU inh,-6,31*,-1,-13,5,-3,0,-3
BoNT-F LC inh,-1,-1,-1,-2,-5,2,-8,?
Mtb BioA inh,-1.3,-1.1,-1.4,.,-1.4,1.2,-1.6,0.5
PrPC surface inh,-2,-4,2,2,-7,10,1,-1
BoNT-A LC inh2,2.4,3.3,0.6,1.0,-0.2,-2.1,-0.8,2.9
GDH-TPI inh,5,-8,-3,-2,5,-1,4,5

9	COc1ccc(S(=O)(=O)Nc2cc(OC)c(NC(=O)c3ccco3)cc2OC)cc1
10	N#Cc1ccccc1Cn1c(=O)n(-c2ccc(CC(=O)NCc3ccco3)cc2)c(=O)c2sccc21
11	O=C(NCCN1C(=O)C2C3C=CC(C3)C2C1=O)Nc1ccccc1 (configuration not stated)
12	CCn1c(=O)n(CC)c2cc(N3CCCC3)c(NC(=O)c3cccc(Cl)c3)cc21
13	Cc1cccc(CC2SC(N)=NC2=O)c1 (configuration not stated)
14	COCC(=O)Nc1nnc(COc2ccccc2)s1
15	CC(C)c1ccc(NC2=CC(=O)CC(C)(C)C2)cc1
16	COCCN(C(=O)COC(=O)CCOc1ccccc1)c1c(N)n(Cc2ccccc2)c(=O)[nH]c1=O
compound no.,9,10,11,12,13,14,15,16
Mtb FBA inh,5,6,3,0,0,-7,2,-2
UGM FP inh,0.0,-0.4,-2.7,0.5,-0.9,1.9,0.1,-3.0
FadD28 FP inh,6.5,1.0,0.3,-3.3,-5.7,0.0,1.0,0.5
CCHF vOTU inh,9,-9,-3,11,-3,5,-1,.
BoNT-F LC inh,-1,-6,3,-1,-6,17,30,10
Mtb BioA inh,-0.5,-1.1,1.6,11,.,-2.8,-0.3,-0.9
PrPC surface inh,1,-4,-5,2,6,-5,6,.
BoNT-A LC inh2,-1.0,-0.8,-0.2,-0.1,-1.0,0.4,-3.2,1.7
GDH-TPI inh,5,1,7,3,5,12,8,7

17	O=c1[nH]oc(O)c1-c1ncc(C(F)(F)F)cc1Cl
18	CN(C(=O)CSc1nnc(COc2ccccc2F)n1N)C1CCCCC1
19	CCOC(=O)C(C)Oc1cccc2c(=O)n(CC(=O)NCCc3ccccc3)ccc12 (configuration not stated)
20	CCOC(=O)C1=CCN(S(=O)(=O)c2ccc(Br)cc2)C1c1cccc(C)c1 (configuration not stated)
21	CSCCC(NC(=O)COc1ccccc1)C(=O)N1CCN(c2ccccc2O)CC1 (configuration not stated)
22	OCCC1CN(CCCn2cccn2)CCN1C1CCCCC1 (configuration not stated)
23	CCN(CC)S(=O)(=O)c1ccc(N(C)CCc2ccc(OC)c(OC)c2)nc1
24	Cc1ccc2c(=O)c(C(=O)c3ccc(F)cc3)cn(CC(=O)NCc3ccco3)c2n1
compound no.,17,18,19,20,21,22,23,24
Mtb FBA inh,1,-1,4,2,-3,2,5,0
UGM FP inh,1.1,-1.6,5.2,.,4.3,.,-1.7,0.1
FadD28 FP inh,-1.2,-0.1,-1.4,-0.6,-2.5,-1.0,1.0,0.1
CCHF vOTU inh,5,-8,2,8,4,-5,-12,1
BoNT-F LC inh,-4,-12,3,-4,-7,-5,3,0
Mtb BioA inh,.,-0.4,.,-4.1,-0.1,.,-0.9,0.5
PrPC surface inh,-6,0,4,1,1,3,8,3
BoNT-A LC inh2,-0.1,-1.8,-0.7,-0.6,-4.7,0.1,0.5,-0.7
GDH-TPI inh,7,7,5,.,9,0,9,18

25	O=C(NCc1ccccc1)c1ccccc1NC(=O)C1CCCCC1
26	CCc1ccc(CNC(=O)CCc2cn(C)c3ccccc23)cc1
27	Cc1ccc(CNC(=S)Nc2cc(C(=O)O)ccc2C)cc1
28	CCS(=O)(=O)c1nc(S(=O)(=O)c2ccc(C)cc2)c(N2CC(C)CC(C)C2)s1 (configuration not stated)
29	O=C(NCc1ccc2c(c1)OCO2)c1ccc(CS(=O)Cc2cccc(Cl)c2)o1 (configuration not stated)
30	Cc1ccc(C(=O)N/N=C\C2CC=CCC2)cc1[N+](=O)[O-] (configuration not stated)
31	CC(NC(=O)C(=O)NCCCn1ccnc1)c1ccccc1 (configuration not stated)
32	O=C(NC(=S)Nc1nc(-c2ccccc2)cs1)c1cccnc1
compound no.,25,26,27,28,29,30,31,32
Mtb FBA inh,1,-2,2,-2,2,-1,1,0
UGM FP inh,3.1,-1.5,0.9,0.7,-3.0,-3.0,-3.1,1.2
FadD28 FP inh,-0.4,1.2,-1.4,-1.0,-2.6,-2.3,-4.0,-1.0
CCHF vOTU inh,6,-5,6,8,10,4,-6,-12
BoNT-F LC inh,-1,-5,-10,10,0,-1,-1,-11
Mtb BioA inh,0.6,.,.,-0.1,7.3,2.8,.,.
PrPC surface inh,-6,-4,3,5,-4,-2,-6,10
BoNT-A LC inh2,-1.4,-0.8,-1.4,3.9,-0.6,0.2,-0.2,-2.0
GDH-TPI inh,0,-3,-1,14,1,6,-1,9

33	Cc1ccc(OCc2cc(C(=O)NC(C)Cc3cnccn3)no2)cc1C (configuration not stated)
34	Cc1cc2c(c(=O)n1CC1CCCO1)C(c1ccc3c(c1)OCO3)C(C#N)=C(N)O2 (configuration not stated)
35	CCCN(CCC)c1ccc(CC(=O)NC(C)Cc2ccccc2)cc1 (configuration not stated)
36	C=CCN(C(=O)Nc1ccc(Cl)cc1)C1CC(=O)N(c2ccc(OC)cc2)C1=O (configuration not stated)
37	CCc1ccccc1NC(=O)C1CCN(C(=O)c2ccc([N+](=O)[O-])cc2)CC1
38	Fc1cc(F)cc(NC(=S)Nc2ccccc2N2CCOCC2)c1
39	CC(=O)NC1=NC(=O)/C(=C/N2CCOCC2)S1
40	COc1ccc(Cc2nnc(SCC(=O)Nc3ccccc3C#N)o2)cc1
compound no.,33,34,35,36,37,38,39,40
Mtb FBA inh,2,3,3,-2,2,0,1,0
UGM FP inh,1.4,2.6,1.9,-3.6,2.4,-2.0,-1.2,7.7
FadD28 FP inh,-2.3,-2.0,-2.8,-4.9,-0.9,-3.0,-1.8,-0.4
CCHF vOTU inh,-9,-8,0,-10,-4,-13,-5,-3
BoNT-F LC inh,3,-2,-2,20,3,-2,1,6
Mtb BioA inh,-1.3,-2.6,.,1.5,-0.7,.,-0.3,0.4
PrPC surface inh,10,-3,9,-3,-17,-1,-5,1
BoNT-A LC inh2,2.8,-0.1,-0.6,2.1,0.4,0.5,-0.5,3.6
GDH-TPI inh,5,2,0,1,7,-1,14,12

41	CCOc1cc(/C=N/NC(=O)c2c(C)nc3ccc(Cl)cn23)ccc1O
42	COC(=O)c1[nH]c2ccccc2c1NC(=O)c1c(F)cccc1F
43	COCCNC(=O)[C@@H]1CCCN1S(=O)(=O)c1cccc2cccnc12
44	NC(=O)c1ccc(NC(=O)CSc2nnc(C3CCCCC3)n2N)cc1
45	CC1(c2ccc3c(c2)OCCCO3)NC(=O)N(CC(=O)NCCc2ccccc2)C1=O (configuration not stated)
46	Cc1ccccc1N=Cc1c(O)n(-c2nccs2)c(=O)c2ccccc12
47	O=C(CNC1CCCCC1)Nc1cccc(C(F)(F)F)c1
48	CCN1CCN(c2sc(S(=O)(=O)CC)nc2S(=O)(=O)c2ccc(Cl)cc2)CC1
compound no.,41,42,43,44,45,46,47,48
Mtb FBA inh,3,3,0,2,-1,-9,0,2
UGM FP inh,.,-2.9,0.3,-0.1,-0.4,0.1,0.0,.
FadD28 FP inh,0.4,-0.8,-2.3,-0.6,-1.0,-3.9,-2.3,-1.0
CCHF vOTU inh,25,-5,-3,-9,8,-6,0,-6
BoNT-F LC inh,-3,?,-7,2,-1,-1,?,-8
Mtb BioA inh,-1.0,.,-0.7,-1.4,3.7,-2.9,1.7,-2.7
PrPC surface inh,11,7,3,5,-4,-11,11,5
BoNT-A LC inh2,-0.1,?,-0.7,-0.4,-0.1,1.0,-4.0,0.1
GDH-TPI inh,52*,-3,1,1,8,6,4,26

49	COc1cccc(-c2sc3ccc(OC)cc3c2-c2ccc(OC)cc2F)c1
50	CN1C(=O)C(C(=O)Nc2ccccc2F)c2ccccc21 (configuration not stated)
51	CC(C)CC(=O)NNC(=O)C(C)C
52	COc1ccc(CN2CCNC(=O)C2CC(=O)N(C)Cc2nc(C)cs2)c(OC)c1 (configuration not stated)
53	O=[N+]([O-])c1ccc2c(c1)nc1n2CCCCC1
54	COc1ccc2c(c1)c1ncn(CCc3ccccc3)c(=O)c1n2C
55	CSCC[C@H](NC(=O)COc1ccc(Cl)cc1)c1nc2ccccc2[nH]1
56	Cc1c(NC(=O)CSc2ccccn2)c(=O)n(-c2ccccc2)n1C
57	COc1cc(/C=C2\SC(N)=NC2=O)cc(Cl)c1O
58	CCS(=O)(=O)N1CCC(C(=O)c2ccc(Cl)cc2)CC1
compound no.,49,50,51,52,53,54,55,56,57,58
Mtb FBA inh,-1,-2,-1,3,-4,105*,0,-1,-13,-1
UGM FP inh,-0.8,-0.9,2.9,1.2,2.3,-2.2,0.2,-2.3,-0.1,2.0
FadD28 FP inh,-3.3,-0.5,-0.9,-0.9,-5.5,-1.2,-1.1,-3.6,1.8,-0.6
CCHF vOTU inh,1,-11,17,2,-3,-114,-8,8,10,-12
BoNT-F LC inh,7,-3,-4,1,-4,-14,-1,-27,23,-7
Mtb BioA inh,5.2,.,0.5,0.3,.,-0.8,.,-1.3,-5.3,-1.7
PrPC surface inh,2,4,5,-1,-12,-6,13,1,-21,2
BoNT-A LC inh2,-0.6,-0.9,-1.4,1.6,0.4,-0.3,-1.1,-1.3,-0.5,1.7
GDH-TPI inh,11,12,12,6,1,16,2,-7,15,0

Complete entries, quoted from the list:
Profile of O=[N+]([O-])c1ccc2c(c1)nc1n2CCCCC1 → Mtb FBA inh = -4; UGM FP inh = 2.3; FadD28 FP inh = -5.5; CCHF vOTU inh = -3; BoNT-F LC inh = -4; Mtb BioA inh = .; PrPC surface inh = -12; BoNT-A LC inh2 = 0.4; GDH-TPI inh = 1
Profile of CSCC[C@H](NC(=O)COc1ccc(Cl)cc1)c1nc2ccccc2[nH]1 → Mtb FBA inh = 0; UGM FP inh = 0.2; FadD28 FP inh = -1.1; CCHF vOTU inh = -8; BoNT-F LC inh = -1; Mtb BioA inh = .; PrPC surface inh = 13; BoNT-A LC inh2 = -1.1; GDH-TPI inh = 2
Profile of COc1ccc(CN2CCNC(=O)C2CC(=O)N(C)Cc2nc(C)cs2)c(OC)c1 (configuration not stated) → Mtb FBA inh = 3; UGM FP inh = 1.2; FadD28 FP inh = -0.9; CCHF vOTU inh = 2; BoNT-F LC inh = 1; Mtb BioA inh = 0.3; PrPC surface inh = -1; BoNT-A LC inh2 = 1.6; GDH-TPI inh = 6
